PLCg1 inh: blocks human PLC-gamma1 enzyme activity. inhibition, % at 12.2 µM. 0.84% of 370,000 active. AID 720700. P19174. purified PLC-gamma1, fluorogenic substrate, fluorescence; in the data active = inhibition above about 9.5%
ADAM10 inh: ADAM10 inhibition, QFRET primary screen; O14672; recombinant ADAM10, EDANS/DABCYL FRET peptide cleavage, 3 h; inhibition, % at 7 µM; 0.62% of 370,000 active; AID 720582;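 active = inhibition above a per-campaign cutoff equal to the mean of compounds falling between control-based bounds plus 3 SD, cut at about 20% in these data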;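 note: 0% = DMSO wells while the 100% control is not disclosed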
ADAM17 inh: inhibits human ADAM17; P78536; inhibition, % at 6.95 µM; recombinant ADAM17, EDANS/DABCYL FRET peptide cleavage; AID 720648; 0.83% of 370,000 active;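 active = inhibition above the mean of compounds lying between control limits plus 3 SD, set per campaign, cut at about 8.5% in these data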;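 note: 0% = DMSO-only wells as the low control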
ARFGAP1 inhibitor: rat ARFGAP1 inhibition. Q62848. Arfgap1-stimulated ARF1 GTP hydrolysis, GDP FP detection. inhibition, % at 16.5 µM. 0.26% of 360,000 active. AID 651572;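 active = inhibition above a per-plate limit, mean inhibition of low control wells plus 3 SD, cut at about 25% in these data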;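 note: 0% = DMSO wells with enzyme and 100% = wells lacking Arfgap1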
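Material: truncated rat Arfgap1 GAP domain; Incubation: compound-enzyme preincubation 20 min, reaction 120 min, detection 60 min, 25 °C; Read-out: percent inhibition of Arfgap1-stimulated GTP hydrolysis; Technique: FP, GDP Alexa 633 tracer displaced from anti-GDP antibody, 620/688 nm; Controls: No-Arfgap1 wells (100%) versus DMSO full-reaction wells (0%); Replication: single well per compound.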
ASAP1 inh: blocks human ASAP1-stimulated Arf1 GTP hydrolysis. Q9ULH1. inhibition, % at 16.5 µM. 0.19% of 360,000 active. GDP FP detection; in the data active = inhibition above about 25%;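 note: 0% = vehicle with enzyme and substrate and 100% = no enzyme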
PLCb3 inh: inhibitors of human phospholipase C beta3; inhibition, % at 12.2 µM; Q01970; 0.18% of 370,000 active; Purified PLC-beta3, fluorogenic substrate, fluorescence; AID 720704; in the data active = inhibition above about 11%;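 note: 0% = median of compound wells on plate and 100% = full blocker control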
TDP2 absorb: TDP2 (human) inhibition, absorbance primary screen | inhibition, % at 12.8 µM | AID 720702 | 0.34% of 370,000 active | recombinant TDP2, T5PNP hydrolysis, p-nitrophenol absorbance 415 nm;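 active = inhibition above the mean of all tested compounds plus 3 SD, set per campaign, cut at about 25% in these data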;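 note: 0% = DMSO with enzyme and 100% = buffer with substrate but no TDP2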
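test system = human TDP2 enzyme | input = TDP2 enzyme at 120 nM final | medium = 50 mM Tris-HCl pH 7.5 with Mg2+, KCl, DTT, BSA | also added = T5PNP substrate, 5 mM | times = 2 h at 37 °C | technique = epi absorbance | benchmarks = high control without enzyme, low control DMSO plus TDP2 | replication = each compound tested once, singlicate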
Tn6 DDE FP: inhibitors of Tn6 peptide binding to human fibrin DD(E); inhibition, % at 8.3 µM; AID 720509; 0.21% of 370,000 active; P02675; Fibrin DD(E) TRITC-Tn6 fluorescence polarization displacement;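 active = inhibition above a per-campaign cutoff: mean of compounds within control limits plus 3 SD, cut at about 15% in these data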;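 note: 0% = median of all compound wells on the plate and 100% = blocking peptide control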
Target sequence (P02675 whole entry, looked up): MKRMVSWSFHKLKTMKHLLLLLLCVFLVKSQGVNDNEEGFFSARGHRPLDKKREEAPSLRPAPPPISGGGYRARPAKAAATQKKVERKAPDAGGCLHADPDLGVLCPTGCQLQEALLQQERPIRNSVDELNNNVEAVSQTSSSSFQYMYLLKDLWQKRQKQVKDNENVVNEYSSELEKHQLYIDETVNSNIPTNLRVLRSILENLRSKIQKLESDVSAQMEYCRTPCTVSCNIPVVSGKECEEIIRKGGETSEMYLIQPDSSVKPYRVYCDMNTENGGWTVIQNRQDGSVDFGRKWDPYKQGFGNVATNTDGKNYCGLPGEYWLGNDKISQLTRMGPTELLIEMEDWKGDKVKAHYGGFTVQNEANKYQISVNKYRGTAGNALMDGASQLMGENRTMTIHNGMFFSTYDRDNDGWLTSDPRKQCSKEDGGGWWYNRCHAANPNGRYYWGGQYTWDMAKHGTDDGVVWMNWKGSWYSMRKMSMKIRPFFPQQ
Tn7 DDE FP: DD(E)-Tn7 binding inhibition, primary FP screen. inhibition, % at 8.3 µM. FP displacement of FITC-Tn7 peptide from fibrin DD(E); 0% = median of compound wells per plate. 0.13% of 370,000 active. AID 720508. P02675;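 active = inhibition above the mean of compounds falling within the control limits plus 3 SD of them, cut at about 14% in these data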;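 note: 0% = plate median of compound wells and 100% = 10 µM Aha-Tn7 peptide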
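Assay system: Human fibrin DD(E) protein | Medium: Tris buffer with calcium and detergent, pH 7.8 | Reagent: 0.1 µM fluorescent Tn7 | Compound dosing: Single point at 8.3 µM | Times: 10 min preincubation, 3 h with tracer, room temperature | Detection: Fluorescence polarization of the labelled Tn7 tracer | Controls: Aha-Tn7 high control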
SIAE inh: inhibitors of human sialic acid acetylesterase SIAE; inhibition, % at 9.66 µM; Q9HAT2; 0.69% of 370,000 active; SIAE FP-Rh probe binding, fluorescence polarization;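 active = inhibition above a cutoff: mean of compounds within the control limits plus 3 SD of those, cut at about 17% in these data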;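 note: 0% = plate median of compound wells and 100% = probe without SIAE protein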
Target sequence (Q9HAT2 whole entry, looked up): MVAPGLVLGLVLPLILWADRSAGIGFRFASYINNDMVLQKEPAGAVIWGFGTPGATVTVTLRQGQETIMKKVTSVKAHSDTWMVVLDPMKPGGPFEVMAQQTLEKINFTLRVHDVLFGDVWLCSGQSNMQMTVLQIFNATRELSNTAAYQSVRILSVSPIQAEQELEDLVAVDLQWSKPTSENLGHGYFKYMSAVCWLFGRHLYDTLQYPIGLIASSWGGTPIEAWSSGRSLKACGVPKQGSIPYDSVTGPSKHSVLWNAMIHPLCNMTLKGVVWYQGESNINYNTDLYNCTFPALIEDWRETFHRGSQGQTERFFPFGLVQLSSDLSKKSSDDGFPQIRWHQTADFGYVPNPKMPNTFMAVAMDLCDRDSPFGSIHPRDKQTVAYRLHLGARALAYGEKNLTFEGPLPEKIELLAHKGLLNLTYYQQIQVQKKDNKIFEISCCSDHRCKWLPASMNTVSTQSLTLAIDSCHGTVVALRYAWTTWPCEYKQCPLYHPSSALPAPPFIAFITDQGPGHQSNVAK
Numbers without * were called inactive; . = no result given. Hits appear at their usual frequency; overall some 3.6% were active at least once.

SMILES	PLCg1 inh	ADAM10 inh	ADAM17 inh	ARFGAP1 inhibitor	ASAP1 inh	PLCb3 inh	TDP2 absorb	Tn6 DDE FP	Tn7 DDE FP	SIAE inh
COc1ccc(-c2c(C)cc3oc(=O)cc(-c4ccccc4)c3c2C)cc1	-12	-9	-5	-1	4	-26	-3	-3	3	3
Cc1cnc(=O)[nH]c1SCc1cccc(C(F)(F)F)c1	1	5	0	-4	0	-1	-14	7	2	-2
O=C(NC1CCCc2ccccc21)C1CCN(S(=O)(=O)c2cccc(C(F)(F)F)c2)CC1 (stereo not drawn)	1	-2	-1	-8	-2	0	2	5	8	2
CC1CCN(c2ccc(N3C(=O)C4CCCCC4C3=O)cc2[N+](=O)[O-])CC1 (stereo not drawn)	1	-2	1	3	-2	1	3	3	-3	4
CCN1C(=O)[C@H]2[C@@H](c3ccc(-c4cccc(Cl)c4)cc3)N3CCCC[C@@]3(C(=O)OC)[C@H]2C1=O	3	7	1	0	18	0	15	2	-5	-6
CC1(C(=O)Nc2cccc(OC(F)(F)F)c2)Cc2c(-c3cccc(C(N)=O)c3)ccnc2O1 (stereo not drawn)	3	7	5	11	11	2	-4	-5	-5	-17
CCOc1ccc2c(c1)C(C)=CC(C)(C)N2S(=O)(=O)c1ccc(NC(C)=O)cc1	-1	3	5	6	8	-5	-6	-5	-1	-2
COc1ccc2c(c1)CC/C2=N\OC(=O)c1ccccc1C	0	-4	-3	4	-1	4	1	2	4	-9
O=C(COC(=O)c1cc(Cl)ccc1Cl)NCCN1C(=O)CSC1=O	1	12	0	-10	-7	-3	5	-2	6	-1
COc1cc(CN2CCC(Cc3ccccc3)CC2)cc(OC)c1OC	1	-1	0	2	-3	-8	16	4	2	5
COc1cccc(/C=C2\SC(=S)N(CCC(=O)N3CCCCC3CCO)C2=O)c1 (stereo not drawn)	-4	-1	2	2	6	-12	11	-1	8	-1
Cc1[nH]c2ccc(C(=O)NCCCN(C)C3CCCCC3)cc2c1C	-4	0	8.7*	5	12	-14	-4	0	1	-2
Cc1ccc(S(=O)(=O)N2CCOCC2)cc1NC(=O)c1cc([N+](=O)[O-])ccc1N1CCOCC1	-1	3	-3	3	-8	-8	4	6	8	-6
Cc1nn(-c2ccccc2)c2sc(C(=O)NCCc3ccccc3)cc12	-5	-5	2	.	.	-8	8	-7	1	-66
C=CCNC(=S)/N=c1/scc(C)n1C	3	1	3	-8	2	1	7	7	-1	2
Cc1ccc(C(NC(=O)c2ccccc2)C(Cl)Cl)cc1 (stereo not drawn)	7	10	6	-5	7	11*	-16	-2	-6	-2
COc1ccc(N2CC(C(=O)Nc3cccc(S(=O)(=O)N4CCCC4)c3)CC2=O)c(OC)c1 (stereo not drawn)	-4	-5	-3	-5	17	0	16	2	2	6
COc1ccc(C(C)=O)cc1Cn1c(C)c(C(=O)NCc2cccc(C)c2)sc1=O	2	-1	-1	9	7	0	-1	6	7	2
O=C(c1ccc(Oc2ccc([N+](=O)[O-])cc2Cl)cc1)N1CCCC1	1	1	1	7	3	3	-7	-2	-1	5
CCOc1ccccc1NC(=O)c1oc2ccccc2c1NC(=O)C1CCCO1 (stereo not drawn)	0	0	-1	0	-2	-1	-8	1	-1	-1
C[C@@H]1ON(C)[C@H]2C[C@H]3c4[nH]c5ccccc5c4CCN3C[C@@H]12	-196	-119	-35	-3	3	-309	-9	-6	2	-1
COc1ccc(-n2c(C)ccc2C)c([N+](=O)[O-])c1	-1	-10	-7	-2	9	-11	-2	-1	-1	14
O=C(NCc1ccccn1)C(=O)NCC1OCCN1S(=O)(=O)c1ccc(F)cc1 (stereo not drawn)	0	-6	-3	-9	-5	-13	17	-7	-2	19*
Cc1cc(C)c2c(c1)cc(C)c1nnc(SCC(=O)Nc3ccc(S(=O)(=O)N4CCCCC4)cc3)n12	-1	-4	-1	-1	6	2	-4	-1	4	-17
CCn1nnnc1SCC(=O)NNC(=O)C1CCCCC1	2	4	-6	-6	1	-1	-2	-3	-9	-9
O=C(Cc1ccc(NC(=O)C2CCN(C(=O)C3CCC3)CC2)cc1)Nc1cccc(C(=O)N2CCCCC2)c1	-2	-12	-2	1	-4	0	-1	-1	2	-7
CNc1cc(N2CCCC2)ccc1[N+](=O)[O-]	7	7	3	12	9	5	-3	3	-9	-2
Cn1cccc1Cc1nnc(SCC(=O)Nc2ccccc2F)n1CCc1ccccc1	-1	-15	4	0	-9	-5	-13	-2	-4	7
COc1ccc(CNC(=O)c2ccncc2)cc1	1	-2	1	-7	7	-11	-12	-4	4	4
CCN(CC)S(=O)(=O)c1cccc(NC(=O)COC(=O)c2cc(=O)c3ccccc3o2)c1	0	-6	-4	11	-1	-8	1	3	-9	1

Some of the entries above in another layout.
Second line of a record: PLCg1 inh, ADAM10 inh, ADAM17 inh, ARFGAP1 inhibitor, ASAP1 inh, PLCb3 inh, TDP2 absorb, Tn6 DDE FP, Tn7 DDE FP, SIAE inh
> COc1ccc(-c2c(C)cc3oc(=O)cc(-c4ccccc4)c3c2C)cc1
→ -12, -9, -5, -1, 4, -26, -3, -3, 3, 3
> Cc1cnc(=O)[nH]c1SCc1cccc(C(F)(F)F)c1
→ 1, 5, 0, -4, 0, -1, -14, 7, 2, -2
> O=C(NC1CCCc2ccccc21)C1CCN(S(=O)(=O)c2cccc(C(F)(F)F)c2)CC1 (stereo not drawn)
→ 1, -2, -1, -8, -2, 0, 2, 5, 8, 2
> CC1CCN(c2ccc(N3C(=O)C4CCCCC4C3=O)cc2[N+](=O)[O-])CC1 (stereo not drawn)
→ 1, -2, 1, 3, -2, 1, 3, 3, -3, 4
> CCN1C(=O)[C@H]2[C@@H](c3ccc(-c4cccc(Cl)c4)cc3)N3CCCC[C@@]3(C(=O)OC)[C@H]2C1=O
→ 3, 7, 1, 0, 18, 0, 15, 2, -5, -6
> CC1(C(=O)Nc2cccc(OC(F)(F)F)c2)Cc2c(-c3cccc(C(N)=O)c3)ccnc2O1 (stereo not drawn)
→ 3, 7, 5, 11, 11, 2, -4, -5, -5, -17
> CCOc1ccc2c(c1)C(C)=CC(C)(C)N2S(=O)(=O)c1ccc(NC(C)=O)cc1
→ -1, 3, 5, 6, 8, -5, -6, -5, -1, -2
> COc1ccc2c(c1)CC/C2=N\OC(=O)c1ccccc1C
→ 0, -4, -3, 4, -1, 4, 1, 2, 4, -9
> O=C(COC(=O)c1cc(Cl)ccc1Cl)NCCN1C(=O)CSC1=O
→ 1, 12, 0, -10, -7, -3, 5, -2, 6, -1
> COc1cc(CN2CCC(Cc3ccccc3)CC2)cc(OC)c1OC
→ 1, -1, 0, 2, -3, -8, 16, 4, 2, 5
> COc1cccc(/C=C2\SC(=S)N(CCC(=O)N3CCCCC3CCO)C2=O)c1 (stereo not drawn)
→ -4, -1, 2, 2, 6, -12, 11, -1, 8, -1
> Cc1[nH]c2ccc(C(=O)NCCCN(C)C3CCCCC3)cc2c1C
→ -4, 0, 8.7*, 5, 12, -14, -4, 0, 1, -2

Next compounds:
SMILES	PLCg1 inh	ADAM10 inh	ADAM17 inh	ARFGAP1 inhibitor	ASAP1 inh	PLCb3 inh	TDP2 absorb	Tn6 DDE FP	Tn7 DDE FP	SIAE inh
O=C1c2ccccc2C(O)(c2ncc[nH]2)N1C1CCCCC1 (stereo not drawn)	5	-5	-3	-3	0	4	8	-2	4	11
Cc1ccc(S(=O)(=O)N2CCCC2)cc1C(=O)N1CCC(C)CC1	6	-5	0	3	-1	-5	-5	3	-3	-1
O=C(CCNC(=O)C1CCN(S(=O)(=O)c2ccccc2)CC1)NCc1cccc(C(F)(F)F)c1	2	0	-1	-2	-4	-4	0	4	5	-3
Clc1cccc(-c2cc3nc4c(c(N5CCN(c6cnccn6)CC5)n3n2)CCCC4)c1	-7	-1	-8	14	9	-4	-3	4	6	1
Cc1csc(NC(C)c2nc3cc(C(F)(F)F)ccc3n2CCCO)n1 (stereo not drawn)	2	-5	-3	-2	5	3	3	7	-3	6
CCc1ccc(N(CC(=O)NC2CCCCC2)C(=O)CNC(=O)c2ccco2)cc1	1	3	0	10	-5	-3	16	0	2	-5
Cc1ccccc1-c1nc(CS(=O)CC(=O)NCCc2ccc(Cl)cc2)c(C)o1 (stereo not drawn)	-4	-5	2	-6	2	-7	-1	-7	6	4
NC(=O)c1c(NC(=O)c2ccccc2Cl)sc2c1CCC2	-53	-1	1	-3	-1	-67	6	2	4	-4
O=C(NC1CCCc2ccccc21)C1CCN(c2c3c(nc4ncnn24)CCC3)CC1 (stereo not drawn)	-1	-4	-1	9	13	-1	0	6	-4	3
CCCC(NC(=O)c1ccco1)c1nc2ccccc2[nH]1 (stereo not drawn)	-2	-3	1	-12	12	2	0	1	-6	7
CCOC(=O)Nc1ccc2c(c1)N(C(=O)CN1CCN(CCO)CC1)c1ccccc1CC2	-3	5	0	2	0	-11	-1	4	9	4
COc1ccc(/C=C/c2nnc(NC(=O)COc3cccc(C)c3)s2)cc1	-24	-38	-18	4	-9	-22	5	-5	10	-13
COc1cccc(NC(=O)CCC(=O)Nc2cc(OC)c(NC(=O)c3cccs3)cc2OC)c1	1	0	-1	11	3	-10	17	1	-2	6
O=C(NCc1ccc(F)cc1)c1cc(C2CCCN(C(=O)c3ccc4ccccc4c3)C2)on1 (stereo not drawn)	0	6	1	2	7	2	3	5	-1	-11
COc1ccc(CCN(C)C(=O)c2cc(-c3ccccc3)nc3ccccc23)cc1OC	-1	-6	-1	0	-10	-8	2	-1	1	-1
CCCCNC(=S)NNC(=O)c1cc(-c2ccncc2)nc2ccccc12	-2	-18	-3	-2	4	-13	-6	-4	3	13
S=c1[nH]cnc2scc(-c3ccc(Br)cc3)c12	-1	18	3	1	-8	1	-5	-2	5	-9
C[C@@H]1COC(=O)[C@H](Cc2ccc(F)cc2)CC/C=C\C[C@@H](CC(=O)NCCO)C(=O)N1	0	0	-1	-4	-12	3	14	-1	-5	-2
Cc1cc(=O)[nH]c(N/N=C/c2ccccc2Cl)n1	-3	-3	-3	5	-12	-7	3	4	-5	1
CCn1c(=O)c2c(O)cc(=O)oc2c2ccccc21	-8	-6	-3	-1	-10	-12	2	-6	2	-2
COc1ccc(-n2c(C)c(C(C)=O)c(C(C)=O)c2C)cc1	-1	-3	-2	14	-9	0	-1	-1	8	5
O=C1C(=NO)CC(c2ccccc2)N1c1ccccc1 (stereo not drawn)	-1	-4	-2	-2	9	-3	1	-1	4	-2

Screening data from PubChem.
